Bioassay records deposited in PubChem BioAssay by The Scripps Research Institute Molecular Screening Center.
SRC1 TRFRET art: TR-FRET detection interference compounds, primary screen, artefact control for PPARgamma SRC-1 recruitment agonists, biochemical, TR-FRET emission ratio; TR-FRET detection artefact counter-screen; stronger effect = higher value; TR-FRET ratio at 8 µM; 99,000 compounds, 0.34% hits; AID 1051, 2008; in the data active means TR-FRET ratio above about 2300; further: inactives centre near 1800
SRC3 TRFRET art: TR-FRET detection interference compounds, artefact control for PPARgamma SRC-3 recruitment agonists, biochemical, TR-FRET ratio; TR-FRET ratio at 8 µM; 99,000 compounds, 0.39% hits; TR-FRET artefact counter-screen, PPARgamma/SRC-3 format; stronger effect = higher value; AID 1048, 2008; in the data active means TR-FRET ratio above about 2000; further: inactives centre near 1600
The depositor's hits bear a star. Only part of the results is shown; rates above refer to the full screens.

The first 3 entries as a preview:
SMILES	SRC1 TRFRET art	SRC3 TRFRET art
Cc1ccc(-n2nnnc2-c2cccc(C)c2)cc1	1784	1443
CCOc1ccc(-c2cc(CCCC(=O)Nc3cccc(OC)c3)no2)cc1	1732	1436
CCCCC1OC2(C)OC(=N)C1(C#N)C(C#N)(C#N)C2c1ccccc1 (stereo unspecified)	1778	1516

The list itself, from the first entry:
SMILES	SRC1 TRFRET art	SRC3 TRFRET art
Cc1ccc(-n2nnnc2-c2cccc(C)c2)cc1	1784	1443
CCOc1ccc(-c2cc(CCCC(=O)Nc3cccc(OC)c3)no2)cc1	1732	1436
CCCCC1OC2(C)OC(=N)C1(C#N)C(C#N)(C#N)C2c1ccccc1 (stereo unspecified)	1778	1516
CC(C(=O)O)N(C(=O)c1ccccc1)c1ccc(F)cc1 (stereo unspecified)	1836	1602
NC(=O)c1ccc2nc(NC(=O)c3ccc(N)cc3)sc2c1	1586	1423
Nc1c(C(=O)NCc2ccccc2)nnn1Cc1ccc(F)cc1	1853	1589
Cc1cccc(-n2c(SCc3ccc(C#N)cc3)nnc2-c2c[nH]c3ccccc23)c1	2033	1430
Nc1nc(NCC2CCCO2)nc(Nc2ccc(F)cc2)c1[N+](=O)[O-] (stereo unspecified)	1828	1876
CC1CCN(CC(=O)NCCc2ccc(F)cc2)CC1	1586	1600
CS(=O)(=O)c1ccc(C(=O)Nc2ccc(N3CCCCC3)cc2)c(Cl)c1	1810	1280
Cc1cc(-c2ccc(NC(=O)[C@@H]3CCCC[C@@H]3C(=O)O)c(C)c2)ccc1NC(=O)[C@@H]1CCCC[C@@H]1C(=O)O	1979	1789
CC(OC(=O)c1ccccc1NCc1ccco1)C(=O)Nc1ncc(Cl)cc1Cl (stereo unspecified)	1879	1513
NC(=O)CSc1ncnc2c1nnn2Cc1ccc(F)cc1	1664	1562
Cc1ccccc1NC(=O)C1CCN(S(=O)(=O)c2cccs2)CC1	1983	1326
O=Cc1ccc(OC(=O)c2cccnc2)cc1	1760	1592
CC(/C=C\C=C\c1ccccc1)=N\NC(=O)c1cncc(Br)c1	2000	1708
Cc1ccc(CN2CCN(Cc3cn(C)nc3C)CC2CCO)o1 (stereo unspecified)	1584	1635
O=C(CNC(=O)c1ccccc1Br)N/N=C/c1cc(Br)ccc1O	1778	1740
COc1ccccc1-n1cc(CN2CCN(CC(C)C)C(CCO)C2)cn1 (stereo unspecified)	1873	1595
COc1ccc(NC(=O)C2CCCN(c3nccc(C)n3)C2)cc1 (stereo unspecified)	1690	1452
COC(=O)CC/C(O)=C1\C(=O)CC(C)(C)CC1=NCCc1nc2ccccc2[nH]1	2135	1687
O=C(Oc1ccc(=O)n(-c2ccccc2)n1)c1ccc(F)cc1	1532	1674
Cc1cccc(/C=N/NC(=O)c2ccc(Br)cc2)c1	1606	1616
COc1cc(S(=O)(=O)n2ccnc2)ccc1Br	1701	1503
Cc1ccc2c(c1)NC(=O)C(CC(=O)NCCCN1CCN(C3CCCCC3)CC1)O2 (stereo unspecified)	1582	1606
Next section.
SMILES	SRC1 TRFRET art	SRC3 TRFRET art
CCNC(=S)NNC(=O)c1ccc2ncccc2c1	1771	1618
O=C(NCc1cccnc1)c1nn2cccnc2c1Cl	1897	1496
COc1ccc(-c2[nH]n(-c3ccc([N+](=O)[O-])cc3)c(=O)c2C=NCc2ccccc2)cc1	1871	1455
NC(=O)C1CCN(c2cc(Cl)nc(N)n2)CC1	1908	1551
Cc1ccccc1Nc1nc2nonc2nc1N1CCOCC1	1579	1524
Cc1c(Br)c([N+](=O)[O-])nn1CC(=O)Nc1c(C)n(C)n(-c2ccccc2)c1=O	1997	1621
O=C(CN1CCN(c2ccccc2)CC1)NC(=O)NCc1ccco1	1676	1595
O=C(Nc1nc2ccc(F)cc2s1)c1cccs1	1710	1538
Cc1ccnc(NS(=O)(=O)c2ccc(NC(=O)C3CC=CCC3C(=O)O)cc2)n1 (stereo unspecified)	1922	1802
CC1=NN(C(=O)c2ccc(Cn3nc(C)c(Br)c3C)cc2)C(O)(C(F)(F)F)C1 (stereo unspecified)	1678	1436
COc1cc(C(=O)NCc2nnc(SCC(=O)N3CCCc4ccccc43)o2)cc(OC)c1OC	1741	1517
O=C(Cc1ccc(Cl)cc1)Nc1cc(S(=O)(=O)N2CCOCC2)ccc1N1CCCC1	1852	1562
CCN(C(=O)CCC(=O)N(CC)c1ccccc1)c1ccccc1	1670	1480
O=C(CN(C(=O)CCC(=O)Nc1nccs1)c1ccc(F)c(Cl)c1)NCc1ccco1	1853	1844
Nc1ccc(C(=O)N2CCCC2)cc1CS(=O)(=O)c1ccc(Cl)cc1	1757	1404
CC(C)Sc1nnc(Cn2c(=O)sc3ccccc32)n1-c1ccccc1	1729	1498
Cc1nn(Cc2c(F)c(F)c(F)c(F)c2F)c(C)c1NC(=O)c1ccc(COc2ccc(Cl)cc2Cl)o1	1724	1567
Cc1ccc2nc3c(cc(S(=O)(=O)c4ccccc4)c(=N)n3Cc3ccco3)c(=O)n2c1	1684	1510
Cc1cc(C(=O)OCC(=O)NCc2ccco2)c(C)n1-c1ccccc1	1617	1603
Cc1ccc(NC(=O)c2cccc(F)c2)cc1S(=O)(=O)N1CCCCCC1	1852	1719
Fc1ccccc1N1CCN(Cc2cnc(Cl)s2)CC1	1944	1703
COC(=O)[C@@]1(Cc2ccc(F)cc2)[C@@H]2[C@@H](CC(=O)[C@H]2CC(=O)C(=O)N(C)C)CN1C(=O)c1ccccc1	1580	1276
C=C(C)COc1ccc(-c2[nH]ncc2-c2ccc(Br)cc2)c(O)c1	1894	1681
COc1ccc(C)cc1NC(=S)NC(C)c1ccc(OC)c(OC)c1 (stereo unspecified)	1953	1265
CCn1c(C(C)NC(=O)c2cccs2)n[nH]c1=S (stereo unspecified)	1822	1668

Filtered by structure, those above containing a COOH group.
SMILES	SRC1 TRFRET art	SRC3 TRFRET art
CC(C(=O)O)N(C(=O)c1ccccc1)c1ccc(F)cc1 (stereo unspecified)	1836	1602
Cc1cc(-c2ccc(NC(=O)[C@@H]3CCCC[C@@H]3C(=O)O)c(C)c2)ccc1NC(=O)[C@@H]1CCCC[C@@H]1C(=O)O	1979	1789
Cc1ccnc(NS(=O)(=O)c2ccc(NC(=O)C3CC=CCC3C(=O)O)cc2)n1 (stereo unspecified)	1922	1802

Remaining list, next part.
SMILES	SRC1 TRFRET art	SRC3 TRFRET art
CCOC(=O)N1CCC(=NNC(=O)COc2ccc(C#N)cc2)CC1	1645	1534
COc1ccc(OC)c(C(O)c2coc3ccc(O)c(CN4CCOCC4)c23)c1 (stereo unspecified)	1996	1586
Cc1c(C#N)c(NC(=O)CCl)n(Cc2cccs2)c1C	1809	1731
Cc1sc2nc(CSc3cccc(C(F)(F)F)c3)[nH]c(=O)c2c1C	1944	1629
CCOc1ccc(C(C)=O)cc1CSc1nc2nc(C)cc(C)n2n1	1926	1702
O=C(OCn1nnc2ccccc2c1=O)c1ccc(N2CCOCC2)c([N+](=O)[O-])c1	1914	1532
Cc1cccc(OCc2nc(-c3nonc3N)no2)c1C	1580	1891
O=C(O)CC1S/C(=N/N=C/c2ccc(Br)cc2)N(c2ccccc2)C1=O (stereo unspecified)	2023	1667
CC(OC(=O)C1=Cc2ccccc2OC1)C(=O)NC(C)(C)C (stereo unspecified)	1835	1686
CCc1ccc(CN(C)C(=O)CC2C(=O)NCCN2Cc2ccoc2)cc1 (stereo unspecified)	1490	1787
CN(C)c1ccc(C(=S)N2CCN(Cc3ccccc3)CC2)cc1	1911	1571
O=C(Nc1ccccc1)/C(=C/c1cccnc1)NC(=O)c1ccco1	1688	1408
CC(=O)Cc1nsc(NC(=O)c2oc(-c3ccccc3Cl)cc2C)n1	1806	1494
O=C(NCCCCNC(=O)c1cccs1)c1cccs1	1799	1736
CCOc1ccc(CN(C)CC(=O)Nc2ccc3c(c2)CCC3)cc1OC	1564	1688
O=C(NNC(=O)c1ccccc1C(=O)O)c1ccc(-c2ccccc2)cc1	1921	1691
COc1ccc(C2C(C(C)=O)=C(O)C(=O)N2c2nccs2)c(OC)c1 (stereo unspecified)	2092	1802
NC(=O)COC(=O)CC12CC3CC(CC(C3)C1)C2	1938	1604
CCNc1nc(NC(C)(C)C)nc(SC(C(C)=O)C(C)=O)n1	1880	1537
CC1(C)COC(/C=C/c2cccc([N+](=O)[O-])c2)=N1	1944	1689
CCOC(=O)Cc1ccc(NC(=O)c2ccccc2Br)cc1	2004	1651
COc1cc(/C=N/OCC(=O)Nc2ccc(OC(F)F)cc2)ccc1OCc1ccccc1	1930	1766
COc1ccc(S(=O)(=O)N(C)C)cc1NC(=O)[C@H](Cc1ccccc1)N1C(=O)c2ccccc2C1=O	1698	1648
O=CC1=C(N2CCOCC2)/C(=C\c2ccccc2)CC1	1622	1539
Cc1ccc(CNC(=O)Cn2c(=O)n(-c3ccccc3)c(=O)c3sccc32)cc1	1731	1486

2 entries picked at random from those above:
SMILES	SRC1 TRFRET art	SRC3 TRFRET art
NC(=O)COC(=O)CC12CC3CC(CC(C3)C1)C2	1938	1604
Cc1ccc(CNC(=O)Cn2c(=O)n(-c3ccccc3)c(=O)c3sccc32)cc1	1731	1486

Next section
SMILES	SRC1 TRFRET art	SRC3 TRFRET art
O=C(N/N=C/c1cccnc1)/C(=C\c1cccs1)NC(=O)c1ccccc1	1696	1443
Cc1cc(N2C(=O)C3C4CC(C(Br)C4Br)C3C2=O)no1 (stereo unspecified)	1819	1648
O=C(COC(=O)C1CCC(=O)N1)Nc1ccc(Br)cc1 (stereo unspecified)	1782	1757
Cn1cnc([N+](=O)[O-])c1S(=O)(=O)c1cccc(Cl)c1	1910	1604
CC1CN(C(=O)Nc2cccc(C(F)(F)F)c2)CC(C)O1 (stereo unspecified)	1665	1498
O=C(CSCc1ccccc1)Nc1ccc2c(c1)C(=O)NC2=O	1934	1887
CCOC(=O)c1sc(NC(=O)CSc2n[nH]c(CC)n2)nc1C	1853	1508
O=C(NC1CCCCC1)C(c1cccnc1)N(C(=O)CCl)c1ccccc1Cl (stereo unspecified)	1548	1648
O=C(NCc1nnc(SCC(=O)N2CCC(Cc3ccccc3)CC2)o1)c1ccco1	2015	1516
COC(=O)C1C(c2ccccc2)NC(=O)NC1(O)C(F)(F)Cl (stereo unspecified)	1816	1563
O=C(Nc1ccccc1)NC1CCN(Cc2ccccc2)CC1	2151	1594
CNC(=O)CSc1nnc(C2CC2)n1-c1ccccc1	1882	1627
Cc1noc(C)c1COc1ccc(C(=O)NCCc2ccccn2)cc1	1698	1664
O=C(N1CCCC1)C12CC3CCC(CC(C3)C1)C2	1707	1549
COc1ccc(-c2nnc(NC(=O)C3=COCCO3)o2)cc1	1644	1628
Cc1c(C(=O)Nc2cccc(Cl)c2)c2ccccn2c1CCc1ccncc1	1777	1672
COc1cccc(C(C(=O)NC(C)(C)C)N(CCC(C)C)C(=O)CCC(=O)Nc2cc(C)on2)c1OC (stereo unspecified)	1907	1579
CN(C)c1nc(N/N=C/c2c[nH]c3ccccc23)nc(N2CCOCC2)n1	1868	1477
O/N=C(/CCc1ccccc1)c1ccc2c(c1)OCCO2	2142	1755
CCN(CC)S(=O)(=O)c1cc(NC(=O)COC(=O)CCC(=O)c2cccs2)ccc1C	1688	1560
O=C(N/N=C/c1c[nH]c2ccccc12)c1cc(-c2ccccc2)n[nH]1	1941	1667
CCOC(=O)Cn1nc(C)c(NC(=O)COc2ccc([N+](=O)[O-])c(C)c2)c1C	1665	1276
CC1CN(CC(=O)Nc2ccccc2Sc2ccccc2)CC(C)O1 (stereo unspecified)	1595	1700
Cc1ccc(NC(=O)c2ccc(OC(=O)COc3ccc(Cl)c(C)c3)cc2)cc1	1858	1666
CCN(C(=O)CSc1nnc(-c2cccs2)o1)C1CCS(=O)(=O)C1 (stereo unspecified)	1801	1394

Single values from above.
`CC1=NN(C(=O)c2ccc(Cn3nc(C)c(Br)c3C)cc2)C(O)(C(F)(F)F)C1` (stereo unspecified) | SRC3 TRFRET art: 1436
`CCOC(=O)Cn1nc(C)c(NC(=O)COc2ccc([N+](=O)[O-])c(C)c2)c1C` | SRC3 TRFRET art: 1276

The list goes on.
SMILES	SRC1 TRFRET art	SRC3 TRFRET art
Clc1cnc(N/N=C/c2ccco2)c(Cl)c1	1900	1614
COc1ccc(NC(=O)CCCn2c(=O)c3sccc3n(Cc3ccc(C)cc3C)c2=O)cc1	1798	1466
COc1ccc(OC)c(C2C3=C(N=c4s/c(=C\c5cccc(O)c5)c(=O)n42)c2ccccc2CC3)c1 (stereo unspecified)	1704	1626
Cn1cc(/C=C/C(=O)N2CCCC(C(=O)c3ccc(C(F)(F)F)cc3)C2)cn1 (stereo unspecified)	1880	1524
CC1(C)OC(=O)C(=Cc2ccc(-c3ccc(Cl)c(C(=O)O)c3)o2)C(=O)O1	1782	1703
COc1ccc(Cl)cc1NC(=S)NNC(=O)c1cccnc1	1502	1333
CN1CCN(C(=O)/C(=C/c2cccs2)NC(=O)c2cccs2)CC1	1576	1697
C=CCn1c(C)cc(/C([O-])=C(/C(=S)Nc2ccc(OC(F)F)cc2)[n+]2ccc(N(C)C)cc2)c1C	1959	2009
CC(=O)NNc1ncnc2ccccc12	1798	1780
O=C(OCc1nc2ccc(Cl)cc2n1CCO)c1ccccc1C(=O)c1ccccc1	1907	1537
O=C(COc1cccnc1[N+](=O)[O-])Nc1ccc(N2CCOCC2)cc1	1968	1613
CN(C)/C=N/C(=S)Nc1ccc(Cl)cc1	1653	1438
O=C(c1ccc(S(=O)(=O)N2CCCCC2)cc1)N1CCc2ccccc2C1	1593	1381
CCOC(O)[C@H]1N[C@@H](c2ccc(Cl)cc2)[C@@H]([N+](=O)[O-])[C@@H]1c1ccccc1 (stereo partly specified)	1579	1349
COc1ccc(C(=O)CCNc2ccc(C)c(Cl)c2)cc1	1957	1392
Cc1c(C(=O)c2ccc(Br)cc2)c(=O)n(C)c(=O)n1C	1912	1549
